# Tau fluor cs: Counterscreen qHTS for Inhibitors of Tau Fibril Formation, Fluorescence Polarization; AID 1463, 2008; Potency, µM (highest dose often 57.7 µM), for inactives: top-dose activity change, negative = decrease; 280,000 tested, 0.93% active; tau K18 P301L Alexa594 fluorescence, heparin fibrillization; also: potency is read from the fitted curve at half-maximal effect; % is scaled to controls: 0 for no effect and ±100 for the full control effect; nearly all actives have a fitted effect of over 55% in size
#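 Human tau K18 P301L (15 uM unlabeled, 0.24 uM Alexa 594-labeled) in 100 mM sodium acetate pH 7 with 20 uM heparin, 6 hr at 37 C. ThT 30 uM added, 1 hr ambient; Alexa 594 FP and total fluorescence read at 555/632 nm.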
# NPSR antag: qHTS Assay for Antagonists of the Neuropeptide S Receptor: cAMP Signal Transduction; Q6W5P4; 220,000 tested, 1% active; Potency, µM (highest dose often 38.3 µM), for the others: at the highest dose activity change, negative = inhibition, usual class: inhibitors; CHO-NPSR cells, cAMP TR-FRET, antagonist mode; also: potency is read from the fitted curve at half-maximal effect; % is scaled to controls: 0 for no effect and ±100 for the full control effect; nearly all actives have a fitted effect of over 50% in size; many of its hits are not listed in these tables
# TR SRC2 fluor cs: Total Fluorescence Counterscreen for Inhibitors of the Interaction of Thyroid Hormone Receptor and Steroid Receptor Coregulator 2; Potency, µM (doses to about 106 µM), without a hit: at the highest dose fluorescence change, negative = quenching; 280,000 tested, 0.29% active; TRb/SRC2 Texas Red total fluorescence interference; active = well fitted curve in either direction with a large enough effect; inconclusive = small, poorly fitted or top-dose-only effect; also: potency is read from the fitted curve at half-maximal effect; % is scaled to controls: 0 for no effect and ±100 for the full control effect
#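 Flags fluorescent or light-absorbing compounds by total fluorescence, S + 2P, at 555 nm excitation and 632 nm emission. Mixture: 20 nM Texas Red SRC2 peptide, 0.6 uM human TRb LBD, 1 uM T3, 5% DMSO; compound exposure 5 h at ambient temperature.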
# TRb SRC2 PPI: qHTS for Inhibitors of the Interaction of Thyroid Hormone Receptor and Steroid Receptor Coregulator 2 | TRbeta-SRC2 peptide binding, fluorescence polarization; receptor liganded with 1 µM T3 | 280,000 tested, 0.065% active | Potency, µM (titrated, usually from 106 µM), without a hit: at the top dose activity change, negative = inhibition, usual class: inhibitors | AID 1469, 2008 | Thyroid hormone receptor beta (Homo sapiens), P10828;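 also: potency is read from the fitted curve at half-maximal effect; plate controls were bound peptide for no effect and peptide without receptor for full effect; nearly all actives have a fitted effect of over 50% in size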
# Target sequence (P10828 whole entry, looked up): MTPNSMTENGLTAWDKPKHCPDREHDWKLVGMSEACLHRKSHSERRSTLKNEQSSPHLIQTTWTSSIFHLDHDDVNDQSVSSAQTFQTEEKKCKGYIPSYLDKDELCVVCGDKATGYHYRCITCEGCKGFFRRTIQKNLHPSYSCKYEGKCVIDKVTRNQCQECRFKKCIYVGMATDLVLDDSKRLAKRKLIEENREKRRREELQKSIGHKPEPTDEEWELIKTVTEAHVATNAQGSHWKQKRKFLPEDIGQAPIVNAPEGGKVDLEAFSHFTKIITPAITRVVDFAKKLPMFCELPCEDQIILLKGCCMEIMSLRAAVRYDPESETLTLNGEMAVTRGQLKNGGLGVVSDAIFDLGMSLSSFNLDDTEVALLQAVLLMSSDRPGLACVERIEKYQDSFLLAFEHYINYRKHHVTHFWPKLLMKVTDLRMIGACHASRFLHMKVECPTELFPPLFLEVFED
#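 Decrease in fluorescence polarization of 20 nM Texas Red SRC2 coactivator peptide flagged inhibition of its binding to 0.6 uM TRb LBD; 1 uM T3 included, incubation 5 hr, ex 555/em 632 nm.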
# CBFb-RUNX1 inh: qHTS Assay for Compounds Blocking the Interaction Between CBF-beta and RUNX1 for the Treatment of Acute Myeloid Leukemia; AlphaScreen CBFb-His/RUNX1-biotin binding, biochemical; Runt-related transcription factor 1 (Homo sapiens) + Core-binding factor subunit beta …; AID 1477, 2009; Potency, µM (series often up to 59.8 µM), without a hit: at the highest dose activity, negative = inhibition, hits mostly inhibitors; 230,000 tested, under 10 active; also: % of control where 0% means no effect
#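 Compounds were screened at multiple concentrations against a preformed CBF-beta(His)/RUNX1(biotin) complex (30 nM of each) for 15 min at room temperature, followed by 90 min with nickel and streptavidin beads and AlphaScreen reading.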
# Tau fibril FP: qHTS for Inhibitors of Tau Fibril Formation, Fluorescence Polarization; Microtubule-associated protein tau (Homo sapiens), P10636; K18 P301L tau heparin fibrillization, Alexa594 FP, 6 h; Potency, µM (series often up to 57.7 µM), inactives show at the highest dose activity, negative = inhibition, usual class: inhibitors; 280,000 tested, 0.39% active; also: potency is read from the fitted curve at half-maximal effect; % is scaled to controls: 0 for no effect and ±100 for the full control effect; nearly all actives have a fitted effect of over 55% in size
# Target sequence (P10636 561-689 P618L limits assumed): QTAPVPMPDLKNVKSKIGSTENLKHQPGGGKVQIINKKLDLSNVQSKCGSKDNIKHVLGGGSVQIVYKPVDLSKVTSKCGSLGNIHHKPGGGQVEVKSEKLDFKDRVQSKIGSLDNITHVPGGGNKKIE
#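 K18 P301L tau (15 uM unlabeled/0.24 uM Alexa 594-labeled, final) + compound + heparin 20 uM final; 100 mM NaOAc pH 7; 6 hr 37 C; ThT 30 uM final added, 1 hr RT; FP ex 555/em 632 nm.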
# aGal spleen mod: qHTS Assay for Inhibitors and Activators of Human alpha-Galactosidase From Spleen Homogenate; Alpha-galactosidase A (Homo sapiens), P06280; 240,000 tested, 0.008% active; human spleen homogenate, 4MU-alpha-Gal fluorescence, 40 min; Potency, µM (titrated, usually from 80 µM), inactives show top-dose activity change, negative = inhibition, usual class: inhibitors;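 also: potency is read from the fitted curve at half-maximal effect; 0% = enzyme with vehicle and -100% = no enzyme basal signal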
# Target sequence (P06280 32-429 limits assumed): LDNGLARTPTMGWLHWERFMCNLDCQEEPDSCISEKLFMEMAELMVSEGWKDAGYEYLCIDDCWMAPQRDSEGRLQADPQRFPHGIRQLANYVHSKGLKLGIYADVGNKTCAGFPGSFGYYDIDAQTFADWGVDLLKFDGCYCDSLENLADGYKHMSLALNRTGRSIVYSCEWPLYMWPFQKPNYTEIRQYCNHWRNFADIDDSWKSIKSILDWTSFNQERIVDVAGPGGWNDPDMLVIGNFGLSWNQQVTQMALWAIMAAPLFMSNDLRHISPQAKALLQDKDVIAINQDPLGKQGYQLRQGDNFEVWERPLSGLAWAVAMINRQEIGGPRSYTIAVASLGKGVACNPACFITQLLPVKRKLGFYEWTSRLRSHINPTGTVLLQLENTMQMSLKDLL
#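 Fluorogenic readout (Ex 365/Em 440 nm) of 4-methylumbelliferone released from 1 mM 4-MU-alpha-galactoside by spleen homogenate, 40 min at 37C, pH 5.0. Data normalized to no-enzyme and enzyme controls; Hill-equation AC50 from compound titrations.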
# Epigenetic derep: Quantitative High-Throughput Screen for Regulators of Epigenetic Control | murine LDR cells, GFP reporter derepression, 30 h | 280,000 tested, 0.2% active | Potency, µM (series often up to 53.9 µM), for the others: top-dose GFP activation, hits mostly activators | AID 1865, 2009; also: potency is read from the fitted curve at half-maximal effect; % of control where 0% means no effect; nearly all actives have a fitted effect of over 60% in size
#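 Readout is the number of GFP-expressing murine LDR cells, counted by cytometry following washing. Cells were treated with compound for 30 h at 37 C; the stably integrated CMV-GFP locus is normally silent.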
# The depositor's hits bear a star; u = inconclusive; x = no result given; & = joins results of further samples; [ ] = remark or other dose. Unless noted, calls follow the shape of the dose curve; as a rule, active = well fitted curve in the direction sought with a large enough effect; inconclusive = small, poorly fitted or top-dose-only effect, or another doubt; inactive = no such curve, though single readings can be large; an effect the other way counts as inactive or inconclusive.
molecule	CBFb-RUNX1 inh	TRb SRC2 PPI	TR SRC2 fluor cs	aGal spleen mod	Tau fibril FP	Tau fluor cs	NPSR antag	Epigenetic derep
CC(=O)Oc1ccccc1/C=C1\CCOC1=O	-5%	-5%	-4%	-3%	-6%	-7%	-1%[46.1 µM]	0.0%
COc1ccccc1CN=C1NC(=O)C(CC(=O)Nc2ccc(OC)c(OC)c2)S1 (stereo not given)	-5%	4%	-5%	9%	5%	-7%	-7%[46.1 µM]	0.2%
CC(=O)c1ccc(NC(=O)N[C@@H](CC(C)C)C(=O)O)cc1	7%	-3%	-4%	5%	2%	-1%	-1%[46.1 µM]	-1.9%
O=C(CSc1ccc(Cl)cc1)Nc1ccccc1N1CCN(C(=O)c2ccc(Cl)cc2)CC1	-5%	-13%	-1%	1%	0%	-13%	-44%	-0.1%
Cc1cccc(OCc2nnc(SCc3cc(=O)n4cc(Br)ccc4n3)o2)c1	5%	-16%	0%	2%	6%	-9%	-18%[46.1 µM]	-5.6%
CCOC(=O)C1CCN(S(=O)(=O)c2ccc(C)c(C)c2)CC1	7%	0%	6%	-8%	-5%	7%[2.34 µM]	-11%	0.0%
NS(=O)(=O)c1ccc(NC(=O)c2ccc(CNS(=O)(=O)c3cc(C(F)(F)F)ccc3Cl)cc2)cc1	-4%	2%	0%	1%	u	-5%	7%	-0.1%
CN(c1ccc(F)cc1)S(=O)(=O)N1CCCC(C(=O)NCCc2ccccc2)C1 (stereo not given)	x	-1%	-3%	x	2%	-10%	x	4.2%
CCOC(=O)C(C(=O)OCC)N(C#N)c1nc(SC)nc(N(C)C)n1	7%	-5%	-1%	-2%	1%	-9%	-29%[46.1 µM]	-1.8%
Cc1nc2c(C)cccc2c2c1CCN2c1ccccc1F	5%	4%	-1%	7%	7%	11%	-20%	1.1%
CCC(Sc1nc2ccccc2c2nc(CCc3c(C)n[nH]c3C)nn12)C(=O)Nc1ccccc1F (stereo not given)	x	-8%	-4%	x	u	-14%	x	1.3%
COCCCN(C(=O)Cc1ccc(Cl)c(Cl)c1)c1c(N)n(Cc2ccccc2)c(=O)[nH]c1=O	-6%	-5%	-1%	-6%	-5%	-22%	-4%	-0.1%
C/C(N)=C(/C#N)C(=O)CSc1nc2ccc(C)cc2[nH]1	12%	-6%	-6%	7%	2%	-2%	8%[46.1 µM]	-1.1%
CCCCCCn1c(CN2CCCC(C)C2)nc2c1c(=O)n(C)c(=O)n2C (stereo not given)	5%	3%	3%	-6%	-2%	3%	-8%[46.1 µM]	-2.2%
Cn1c(Cc2csc(N)n2)nnc1SCC(=O)NCc1ccccc1	-11%	7%	0%	-2%	3%	-2%	-15%[46.1 µM]	-0.8%
CS(=O)(=O)Nc1ccc(C(=O)Nc2ccccc2C(=O)N2CCCC2)cc1	4%	7%	-1%	-5%	0%	-4%	11%[46.1 µM]	0.0%
Cn1c(=O)c2cc(S(=O)(=O)NC(C(=O)Nc3cccc(F)c3)c3ccccc3)ccc2n(C)c1=O (stereo not given)	-1%	-5%	0%	-8%	-9%	-25%	-21%[46.1 µM]	-1.7%
Cc1ccc(C(=O)NC2CCCCCC2)o1	6%	0%	3%	11%	-3%	-4%	0%[46.1 µM]	0.9%
COc1cc(C)c(-c2[nH]ncc2-c2csc(C)n2)c(O)c1	-3%	2%	0%	-6%	4%	-4%	13%	0.0%
Cc1ncc(CN2CCN(C3CCCC3)C(CCO)C2)s1 (stereo not given)	4%	-6%	-6%	-6%	0%	-8%	-22%	-1.1%

# Filtered by structure, the entries above with a halogen (eight)
molecule	CBFb-RUNX1 inh	TRb SRC2 PPI	TR SRC2 fluor cs	aGal spleen mod	Tau fibril FP	Tau fluor cs	NPSR antag	Epigenetic derep
O=C(CSc1ccc(Cl)cc1)Nc1ccccc1N1CCN(C(=O)c2ccc(Cl)cc2)CC1	-5%	-13%	-1%	1%	0%	-13%	-44%	-0.1%
Cc1cccc(OCc2nnc(SCc3cc(=O)n4cc(Br)ccc4n3)o2)c1	5%	-16%	0%	2%	6%	-9%	-18%[46.1 µM]	-5.6%
NS(=O)(=O)c1ccc(NC(=O)c2ccc(CNS(=O)(=O)c3cc(C(F)(F)F)ccc3Cl)cc2)cc1	-4%	2%	0%	1%	u	-5%	7%	-0.1%
CN(c1ccc(F)cc1)S(=O)(=O)N1CCCC(C(=O)NCCc2ccccc2)C1 (stereo not given)	x	-1%	-3%	x	2%	-10%	x	4.2%
Cc1nc2c(C)cccc2c2c1CCN2c1ccccc1F	5%	4%	-1%	7%	7%	11%	-20%	1.1%
CCC(Sc1nc2ccccc2c2nc(CCc3c(C)n[nH]c3C)nn12)C(=O)Nc1ccccc1F (stereo not given)	x	-8%	-4%	x	u	-14%	x	1.3%
COCCCN(C(=O)Cc1ccc(Cl)c(Cl)c1)c1c(N)n(Cc2ccccc2)c(=O)[nH]c1=O	-6%	-5%	-1%	-6%	-5%	-22%	-4%	-0.1%
Cn1c(=O)c2cc(S(=O)(=O)NC(C(=O)Nc3cccc(F)c3)c3ccccc3)ccc2n(C)c1=O (stereo not given)	-1%	-5%	0%	-8%	-9%	-25%	-21%[46.1 µM]	-1.7%

# Next part.
molecule	CBFb-RUNX1 inh	TRb SRC2 PPI	TR SRC2 fluor cs	aGal spleen mod	Tau fibril FP	Tau fluor cs	NPSR antag	Epigenetic derep
CCn1c(NC(=O)c2ccccc2)c(-c2cccs2)c(=O)c2ccccc21	-1%	-7%	-2%	2%	3%	-7%	-9%[46.1 µM]	3.1%
O=C(CSc1nc2ccc([N+](=O)[O-])cc2[nH]1)c1ccc2ccccc2c1	-12%	5%	2%	4%	u	u	u	1.0%
Cc1ccccc1-c1nc(C(N)=O)c2c(n1)n(-c1ccc3c(c1)OCO3)c(=O)n2C	x	-4%	0%	x	-16%	-16%	x	0.0%
Cc1cccc(-c2noc(-c3c(C)noc3C)n2)c1	8%	-1%	0%	-4%	-16%	-18%	-22%	4.1%
C=CCN1C(=O)N/C(=C/c2ccc(N3CCOCC3)o2)C1=O	-4%	-5%	2%	-8%	u	-28%	-43%	1.1%
O=c1nc(N/N=C/c2ccccn2)cn[nH]1	u	-4%	-1%	-5%	2%	-4%	-32%	-3.5%
COCCCNC(CC(=O)Nc1ccc(OC)cc1OC)C(=O)O (stereo not given)	-2%	-22%	0%	6%	-4%	1%	3%[46.1 µM]	0.0%
CC(C)(C)NS(=O)(=O)c1ccc(/C=C/C(=O)O)cc1	12%	-3%	-1%	-2%	-4%	-3%	8%	1.7%
CNC(=O)COC(=O)CCC(=O)c1ccc(Cl)cc1	-13%	-4%	0%	-6%	5%	2%	-4%	-0.6%
O=[N+]([O-])c1ccc(CCNc2cccc3ccccc23)c([N+](=O)[O-])c1	-15%	-6%	-2%	-3%	10%	u	-3%	1.0%
CCc1cnc2c(c1SCC(=O)c1ccccc1)c(=O)n(C)c(=O)n2C	x	3%	-1%	x	-9%	-7%	x	2.7%
COC(C[C@H]1O[C@H]1C(=O)COCc1ccccc1)OC	17%	6%	-1%	-2%	3%	-1%	23%	-0.7%
CCOc1ccc(Nc2ncnc3c2cnn3Cc2ccccc2)cc1	1%	-15%	2%	0%	u	u	-29%[46.1 µM]	0.0%
O=C(O)c1cc2cc(Cl)ccc2[nH]1	u	-15%&-6%	2%&-3%	-2%&-1%	-11%	-4%	x	-3.0%
COc1cc(CNCCCO)ccc1OCC(=O)NC(C)(C)C	17%	6%	-2%	-2%	5%	2%	6%	-5.7%
COc1ccccc1NC(=S)N1CCOCC1	7%	5%	0%	10%	-3%	3%	10%	1.1%
COc1ccc(NS(=O)(=O)c2cc(NC(=O)c3ccncc3)ccc2N2CCOCC2)cc1	-1%	1%	3%	-10%	3%	-2%	-4%	1.1%
O=C(CCS(=O)(=O)c1ccccc1)Nc1cccc2c1C(=O)NC2=O	7%	3%	-2%	-5%	-1%	-2%	-18%	2.6%
O=C(NCCc1nc2ccccc2n1Cc1ccc(Cl)cc1)c1ccccc1	x	10%	-3%	x	-4%	-12%	x	0.9%
O=C(CCC(=O)OCC(=O)c1ccccc1)Nc1cccc(Cl)c1	-4%	0%	-3%	-6%	3%	-6%	8%	-1.0%
CCC(NC(=O)Nc1ccc(O)cc1)(C(F)(F)F)C(F)(F)F	-3%	u	-10%	1%	u	u	6%[7.67 µM]	-1.2%
CCOC(=O)c1[nH]c(C)c(C(=O)O)c1C	0%	3%	-3%	2%	0%	-6%	-1%[46.1 µM]	1.8%

# Profiles, quoted from the list. Screens in order: CBFb-RUNX1 inh, TRb SRC2 PPI, TR SRC2 fluor cs, aGal spleen mod, Tau fibril FP, Tau fluor cs, NPSR antag, Epigenetic derep
# O=C(CCC(=O)OCC(=O)c1ccccc1)Nc1cccc(Cl)c1 as listed: -4%, 0%, -3%, -6%, 3%, -6%, 8%, -1.0%
# COc1ccc(NS(=O)(=O)c2cc(NC(=O)c3ccncc3)ccc2N2CCOCC2)cc1 as listed: -1%, 1%, 3%, -10%, 3%, -2%, -4%, 1.1%
# CCn1c(NC(=O)c2ccccc2)c(-c2cccs2)c(=O)c2ccccc21 as listed: -1%, -7%, -2%, 2%, 3%, -7%, -9%[46.1 µM], 3.1%

# These rows are one share of the data; rates above refer to the full screens.
